T cell modulator: modulators of CD8 T cell-vesicle binding, primary screen, mouse 2C CD8+ T cells, flow cytometry; calls only at 7 µM; 330,000 tested, 0.068% active; 2C CD8+ T cell-vesicle binding; hits give low values;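 active means response, share of CD8 T cells binding vesicles, and their 90th percentile fluorescence all below set limits, cut at about 80% in these data, passing the limit was not always enough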
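Material: 2C TCR transgenic mouse naive CD8+ T cells, MACS-purified. Also added: QL9-charged Drosophila Ld/ICAM-1/B7-1 vesicles. Timing: binding 1.5 h at 37 °C. Measured by: high-throughput flow cytometry with anti-B7-1 and anti-CD8 staining. Read-out: percent CD8+ FL2 mean versus row control. Controls: Unloaded micro-vesicles (low), QL9 vesicles with 0.7% DMSO (high).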
bCat nuc transl: modulators of beta-catenin nuclear translocation, primary screen, imaging, HeLa cells, immunofluorescence, high-content; AID 1665, 2009; nuclear translocation activity, % at 5 µM; 190,000 tested, 0.3% active;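 active means nuclear translocation activity above 50% at 5 µM, with a well cell count of 50 or more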;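 further: per-cell ratio of nuclear to cytoplasmic median beta-catenin stain intensity; plate controls were DMSO negative control for no effect and GSK-3 inhibitor IX positive control for full effect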
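assay system = human HeLa cells, endogenous beta-catenin | times = compound treatment 24 h, 37°C, 5% CO2 | detection = Anti-beta-catenin immunofluorescence on PFA-fixed, Triton-permeabilized cells, DAPI nuclei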
Hep lipid drop: inhibitors of hepatocyte lipid droplet formation, primary screen, imaging, high-throughput imaging, BODIPY stain; AML12 mouse hepatocytes, oleate lipid droplets; 240,000 tested, 0.4% active; inhibition, % at 6.5 µM; AID 1656, 2009;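 active means lipid droplet intensity inhibited by at least 50%, with more than 500 cells counted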
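Test system: AML12 mouse liver cells; schedule: overnight exposure; technique: high-content imaging of BODIPY-stained droplets and DAPI nuclei; read-out: % inhibition of corrected integrated BODIPY droplet signal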
Insulin prom up: insulin promoter activators in MIN6 cells, imaging, high-content screening, mouse beta cells | MIN6 insulin promoter-GFP reporter; hits give high values | z-score at 5 µM | 190,000 tested, 0.3% active;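 active means z-score above 3 at 5 µM with at least 500 cells counted in the well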
Autophagy HCS: autophagy modulators in MEF cells, primary screen, imaging, high-content, MEF GFP-LC3; calls only at 10 µM (by protocol); 190,000 tested, 0.98% active; MEF GFP-LC3 puncta imaging; test concentration mostly 10 µM;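 active means percentage of spot-positive cells more than 3 SD above its plate mean, without a fluorescence outlier flag or 80% toxicity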;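 further: spot-positive cell cutoff set from DMSO-treated cells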
Myeloid diff 2: induction of myeloid progenitor differentiation, primary screen, cell-based, flow cytometry, MLPCN library | ER-HoxA9 myeloid progenitors, lysozyme-GFP differentiation | calls only at 10 µM | 360,000 tested, 1% active | AID 624256, 2012;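 active means normalized GFP-positive differentiation at or above the plate's own cutoff, the solvent-only control mean plus 3 SD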;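 further: cells exposed to compound for four days before flow analysis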
MT stabilizer: microtubule stabilizers in HeLa cells, primary screen, imaging, high-content imaging; 200,000 tested, 0.83% active; HeLa tubulin immunostaining HCS, 24 h; share of cells brighter than vehicle mean+2SD; AID 2205, 2009; % tubulin-high responders, % at 10 µM;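 active means plate Z-score above 3 for both tubulin-high and condensed-nucleus cell shares, with cell loss under 80%, at 10 µM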;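 further: anti alpha tubulin signal scored within the nucleus-defined area of each cell; some results filed as inactive read as strong as hits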
West Nile virus CPE: West Nile virus antiviral activity, cell-based, CPE readout (AID 1621) | West Nile virus-infected cells, CPE inhibition; higher % means a stronger effect | 290,000 tested, 0.02% active | CPE inhibition, % at 10 µM, or IC50 in µM where a hit was titrated; in the data active means a potency from the dose series; further: strong numbers were not always called active
WT yeast gro inh: growth inhibition of WT strain, primary screen, mitochondrial fusion inhibitor project, WT and mutant strains, chemical genetic; mitochondrial fusion phenotypic screen; inhibition, % at 10 µM; 190,000 tested, 2.1% active; in the data active means inhibition above about 58%; tested in S. cerevisiae
WT yeast gro inh mutant strain: second read-out of WT yeast gro inh, no call of its own (marks repeat the call); inhibition, %; mitochondrial fusion phenotypic screen, mutant strain inhibition
Insulin prom up cell count: also measured in Insulin prom up; calls as there; cell count; measured here: cytotoxicity, nuclei count;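 total cells summed across four imaged fields per well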
Hep lipid drop cells 6.5 µM: recorded beside Hep lipid drop, whose call it bears; cell count; measured here: cell count, cytotoxicity flag;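 cells counted across two imaged fields per well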
bCat nuc transl cell count 5 µM: also measured in bCat nuc transl; calls as there; cell count; measured here: cell count, cytotoxicity flag
T cell modulator vesicle-bound %: also measured in T cell modulator; calls as there; double positive events, %; measured here: CD8+ vesicle-bound cell fraction;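 binding gate set so that unloaded-vesicle control wells show 10% double positive cells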
MT stabilizer Hoechst-high %: second read-out of MT stabilizer, no call of its own (marks repeat the call); % Hoechst-high responders; measured here: nuclear condensation Hoechst responders;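 share of cells brighter than vehicle mean plus two SD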
MT stabilizer cytotoxicity %: further read-out of MT stabilizer, marked with its call; toxicity, %; measured here: cytotoxicity by cell density;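 0% = mean cell density of plate MIN control wells and 100% = no cells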
Autophagy HCS cell loss 18 h: further read-out of Autophagy HCS, marked with its call; toxicity, %; measured here: cell loss, nuclei count;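 cell loss after 18 h compound exposure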
Myeloid diff 2 GFP+ MAC1+ %: second read-out of Myeloid diff 2, no call of its own (marks repeat the call); GFP+ MAC1+ double positive, %; measured here: differentiation confirmed by MAC1 staining
* = called active by the depositor; i = inactive; . = no result given.

SMILES	T cell modulator	T cell modulator vesicle-bound %	bCat nuc transl	bCat nuc transl cell count 5 µM	Hep lipid drop	Hep lipid drop cells 6.5 µM	Insulin prom up	Insulin prom up cell count	Autophagy HCS	Autophagy HCS cell loss 18 h	Myeloid diff 2	Myeloid diff 2 GFP+ MAC1+ %	MT stabilizer	MT stabilizer Hoechst-high %	MT stabilizer cytotoxicity %	West Nile virus CPE	WT yeast gro inh	WT yeast gro inh mutant strain
CCOc1ccc(C(=O)Nc2c3c(nn2C(C)(C)C)CSC3)cc1OCC	i	23	0.3	1020	-18	691	0.11	1348	i	-7	i	3.9	5.9	3.2	5.5	0.5%	16	24
Cc1cc2oc(=O)c(CC(=O)NCCCO)c(C)c2c2occ(C(C)(C)C)c12	i	49	.	.	24	424	.	.	.	.	i	0.5	.	.	.	-0.5%	.	.
O=C(NCc1cccnc1)c1sc2cc(Cl)ccc2c1Cl	i	34	-1.9	1402	.	.	-1.2	1473	i	14	i	5.5	2.8	1.8	6.6	-1.1%	2	9
CC(=O)c1ccccc1N(C(=O)c1ccco1)C(C(=O)NC1CCCC1)c1ccc(C)cc1 (stereo not drawn)	i	21	.	.	-30	782	.	.	.	.	i	0.7	.	.	.	-1.2%	.	.
CCCn1c(CN2CCCCC2CC)nc2c1c(=O)n(C)c(=O)n2C (stereo not drawn)	i	44	-0.7	1067	-8	679	-0.48	2002	i	10	i	2.8	3.5	2.0	12	-0.1%	3	-2
CCc1cccc(CC)c1NC(=S)/C(=C(\[O-])c1ccc(Cl)s1)[n+]1ccccc1	i	10	-0.2	1089	-5	714	-0.02	1279	i	5	i	0.4	5.7	2.7	8.4	-0.4%	3	26
Cn1cc(S(=O)(=O)Nc2ccc(F)cc2F)c(=O)n(C)c1=O	i	22	0.8	1059	-4	630	-0.7	1725	i	10	i	2.8	3.0	2.9	5.2	0.9%	6	1
O=C(O)c1ccc2c(c1)C(=O)N(CCCCCCCN1C(=O)c3ccc(C(=O)O)cc3C1=O)C2=O	i	12	.	.	-2	788	.	.	.	.	i	0.4	.	.	.	-0.4%	.	.
CS(=O)(=O)N(CCc1ccccc1)CC(=O)N1CCN(c2ccccc2)CC1	i	42	.	.	-20	719	-0.07	1270	i	-4	i	0.4	2.2	1.9	20	-1.8%	16	51
CC(C)(C)c1cc(NC(=O)c2cccc([N+](=O)[O-])c2)no1	i	52	4.3	946	8	681	0.4	1641	i	3	i	1.0	4.0	2.0	4.4	-1.0%	13	17
COC(=O)c1cc(S(=O)(=O)N(C)C2CCCCC2)c[nH]1	i	19	.	.	-3	811	.	.	.	.	i	2.1	.	.	.	-0.3%	.	.
O=C(N/N=C\c1cccc(Cl)c1)c1ccc(Cn2cc(Br)c([N+](=O)[O-])n2)o1	i	54	-1.2	877	2	623	.	.	i	-20	i	0.8	1.5	3.4	8.9	-0.6%	-17	-9
Cc1ccc(OCCCC(=O)Nc2ccc(N3CCOCC3)cc2)cc1	i	28	3.3	1427	.	.	-0.74	1050	i	-1	i	0.2	5.0	1.8	3.0	-0.1%	-1	7
Cc1ccc(CNC(=O)c2c(-c3ccccc3)noc2C)cc1	i	36	.	.	-3	402	.	.	.	.	i	0.4	.	.	.	-1.1%	.	.
CC1CCCN(CC(O)COc2ccc3c(c2)OCO3)C1 (stereo not drawn)	i	44	.	.	10	767	0.16	1277	i	-5	i	0.3	0.9	1.8	6.7	-0.4%	7	-2
CCOC(=O)C(Cc1ccccc1)C(=O)NCc1cccnc1 (stereo not drawn)	i	56	.	.	9	851	.	.	.	.	i	0.7	.	.	.	0.0%	.	.
COc1ccccc1N=Nc1ccc(N)c(C)c1	i	45	.	.	36	842	.	.	.	.	i	0.9	.	.	.	0.6%	.	.
CC(C)c1ccc(/C=C2\SC(=O)N(CC(=O)NC3CCS(=O)(=O)C3)C2=O)cc1 (stereo not drawn)	i	40	.	.	0	689	.	.	.	.	i	4.4	.	.	.	0.2%	.	.
CCN(CC)C(=O)Cn1cc(C(=O)C(=O)NCCc2ccc(S(N)(=O)=O)cc2)c2ccccc21	i	42	-1.7	1001	4	669	0.62	1695	i	-2	i	0.7	4.0	1.4	7.0	0.1%	-11	2
CC(NC(=O)c1cccs1)c1nnc(SCc2ccc(Cl)cc2Cl)n1C (stereo not drawn)	i	41	-2.9	549	0	704	0.82	1359	i	14	i	0.3	2.7	2.5	6.9	-1.1%	8	12
C=C1C(C(=O)Nc2ccc(OC)cc2)C1C(=O)Nc1ccc(OC)cc1 (stereo not drawn)	i	58	1.1	1240	4	733	-0.79	1350	.	.	i	0.1	.	.	.	3.2%	.	.
Cn1cc(NC(=O)OCc2ccc(Cl)cc2)c(C(F)(F)F)n1	i	28	-3.0	1104	10	676	0.02	1698	i	-6	i	0.8	2.9	1.8	9.9	-1.0%	12	4
COc1ccccc1Nc1nc(N)nc(CSC(=S)N2CCCCC2)n1	i	27	-1.6	1378	-12	647	-0.08	1059	.	.	i	0.1	.	.	.	-0.1%	.	.
CCOc1ccc(NC(=O)CN(c2ccc(OC)c(OC)c2)S(=O)(=O)c2ccc(C)cc2)cc1	i	20	.	.	-1	820	.	.	.	.	i	0.4	.	.	.	-1.0%	.	.
COc1ccccc1N1CCN(C(=O)c2ccc(Cl)c(S(=O)(=O)N3CCOCC3)c2)CC1	i	.	.	.	-5	792	.	.	.	.	i	0.0	.	.	.	-0.6%	.	.
COC(=O)c1cc(NC(=O)N2c3ccccc3Sc3ccccc32)cc(C(=O)OC)c1	i	62	.	.	.	.	.	.	i	3	i	2.1	0.9	1.9	17	0.3%	32	19
Cc1c(C2CC(=O)N(c3ccccc3)C2=O)[nH]n(-c2ccccc2)c1=O (stereo not drawn)	i	17	-0.7	1142	.	.	0.64	1018	i	1	i	0.6	3.4	2.9	3.2	0.7%	1	-11
O=[N+]([O-])c1ccc(Nc2ccc(Cl)cc2)nc1	i	55	-0.2	881	50	734	0.85	1594	i	1	i	0.2	1.2	1.5	4.3	0.4%	38	27
Cc1cc(C)c(C(=O)C(C)OC(=O)c2ccc(Cl)nc2)cc1C (stereo not drawn)	i	19	.	.	-12	735	.	.	.	.	i	1.5	.	.	.	0.6%	.	.
CS(=O)(=O)N(Cc1ccc(C(=O)NCc2ccco2)cc1)c1ccccc1	i	57	-0.1	1337	.	.	0.7	1582	i	0	i	0.7	1.4	1.1	7.0	-0.2%	7	-2

The final two records of the section above open the next one.
SMILES	T cell modulator	T cell modulator vesicle-bound %	bCat nuc transl	bCat nuc transl cell count 5 µM	Hep lipid drop	Hep lipid drop cells 6.5 µM	Insulin prom up	Insulin prom up cell count	Autophagy HCS	Autophagy HCS cell loss 18 h	Myeloid diff 2	Myeloid diff 2 GFP+ MAC1+ %	MT stabilizer	MT stabilizer Hoechst-high %	MT stabilizer cytotoxicity %	West Nile virus CPE	WT yeast gro inh	WT yeast gro inh mutant strain
Cc1cc(C)c(C(=O)C(C)OC(=O)c2ccc(Cl)nc2)cc1C (stereo not drawn)	i	19	.	.	-12	735	.	.	.	.	i	1.5	.	.	.	0.6%	.	.
CS(=O)(=O)N(Cc1ccc(C(=O)NCc2ccco2)cc1)c1ccccc1	i	57	-0.1	1337	.	.	0.7	1582	i	0	i	0.7	1.4	1.1	7.0	-0.2%	7	-2
CCn1c(=O)c(-c2nc3ccccc3[nH]2)c(O)c2ccccc21	i	36	-0.6	1061	4	718	-0.39	1086	i	-3	.	.	2.9	1.5	2.1	0.7%	3	-24
COc1cc(CN2CCNC(=O)C2CC(=O)NCCc2ncccc2C)cc(OC)c1 (stereo not drawn)	i	57	1.2	867	-85	621	-0.27	1481	i	-47	i	0.2	1.8	1.0	7.3	0.5%	7	7
O=C([C@H](Cc1ccccc1)NS(=O)(=O)c1ccc(Cl)cc1)N1CC[C@@]2(O)CCCC[C@H]2C1	i	18	-0.1	1340	.	.	0.27	1469	i	8	i	0.7	4.4	1.6	6.8	0.1%	17	12
Cn1nccc1C(=O)Nc1cccc(C(F)(F)F)c1	i	43	-2.4	1122	24	729	-0.48	1427	i	12	i	0.6	1.8	1.3	2.8	-1.6%	13	9
Cc1cccc(NC(=O)CSc2nc(N)c(NC(=O)c3cccs3)c(=O)[nH]2)c1C	i	27	0.3	554	14	691	0.53	1447	i	-57	i	4.6	6.2	2.9	13	-0.1%	-8	-3
FC(F)(F)c1nnc2ccc(N3CCCC3)nn12	i	30	.	.	8	751	0.21	956	i	10	i	2.5	1.2	1.4	3.8	0.1%	-5	-6
Cc1c(NC(=O)c2ccc(N(Cc3ccccc3)S(C)(=O)=O)cc2)c(=O)n(-c2ccccc2)n1C	i	9	0.9	1478	2	761	0.21	1482	i	-9	i	0.5	1.3	1.0	4.2	0.6%	-1	-8
COc1ccc(-c2c(NC(C)=O)n(C)c3ccccc3c2=O)cc1	i	30	-6.3	939	.	.	0.14	1298	i	7	i	2.5	5.4	1.4	0.9	-0.1%	-8	5
CCOc1ccccc1C(=O)Nc1ccccc1O	i	10	.	.	-2	731	-1.5	1253	i	-5	i	0.4	2.3	2.4	5.9	-1.1%	51	-9
O=C(/C=C/c1ccco1)Nc1ccc(Oc2ccccc2)cc1	i	34	-3.7	1384	.	.	-1.4	1541	i	-26	i	0.8	2.4	1.6	5.1	1.2%	21	1
Fc1ccc(-n2c(-c3cc(C4CC4)[nH]n3)n[nH]c2=S)cc1Cl	i	44	0.3	1272	6	694	-0.43	1103	.	.	i	1.5	.	.	.	0.3%	.	.

Look-ups from the results shown:
Entry of Cc1c(NC(=O)c2ccc(N(Cc3ccccc3)S(C)(=O)=O)cc2)c(=O)n(-c2ccccc2)n1C under MT stabilizer Hoechst-high %: 1.0
Entry of Cc1cccc(NC(=O)CSc2nc(N)c(NC(=O)c3cccs3)c(=O)[nH]2)c1C under Myeloid diff 2 GFP+ MAC1+ %: 4.6
Entry of FC(F)(F)c1nnc2ccc(N3CCCC3)nn12 under WT yeast gro inh mutant strain: -6
